Assay outcomes (PubChem BioAssay)
PTHR1 agonist – PTHR1 (human) receptor agonism; Q03431; HEK293 GP2 PTHR1 cells, GloSensor cAMP luminescence, 1 h; Potency, µM (top dose mostly 115 µM), for the others: at the highest dose activation, most hits filed as activators; 410,000 tested, 0.075% active; AID 743266; further: potency means the concentration at half of the fitted maximal effect; nearly all actives have a fitted effect of over 55% in size; some results filed as inactive show a strong effect at the top dose; inactives centre near -15; many of its hits are not listed in these tables
Target sequence (Q03431 whole entry, looked up): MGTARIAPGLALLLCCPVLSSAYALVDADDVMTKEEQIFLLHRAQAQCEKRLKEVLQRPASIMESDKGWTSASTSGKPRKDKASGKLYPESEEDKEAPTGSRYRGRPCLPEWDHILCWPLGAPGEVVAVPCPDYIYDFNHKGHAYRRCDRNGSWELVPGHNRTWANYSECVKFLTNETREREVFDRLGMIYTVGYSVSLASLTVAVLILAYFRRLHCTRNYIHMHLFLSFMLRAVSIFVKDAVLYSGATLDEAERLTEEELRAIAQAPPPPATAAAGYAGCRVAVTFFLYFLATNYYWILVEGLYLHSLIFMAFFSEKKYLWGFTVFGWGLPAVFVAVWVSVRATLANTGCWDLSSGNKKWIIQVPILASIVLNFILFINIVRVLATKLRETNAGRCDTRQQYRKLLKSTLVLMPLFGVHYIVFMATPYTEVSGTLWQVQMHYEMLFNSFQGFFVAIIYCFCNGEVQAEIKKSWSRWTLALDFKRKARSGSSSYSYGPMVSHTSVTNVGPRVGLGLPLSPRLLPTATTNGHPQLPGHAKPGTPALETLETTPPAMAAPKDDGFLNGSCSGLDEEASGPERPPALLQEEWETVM
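HEK-293-derived GP2 cells expressing PTHR1 and a GloSensor cAMP reporter, 3,000/well, plated overnight, given luciferin plus IBMX (each 0.5 mM as added) for 1 h at 37 °C, then compound for 1 h at 37 °C. Luminescence was read after 15 min at room temperature.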
Akt phos inh – Akt phosphorylation inhibition; Neuro2A IGF-stimulated pAkt S473 HTRF, 20 min; active compounds read low; activity change, % for hits at 50 µM; 360,000 tested, 0.32% active; AID 651550; in the data active means activity change below about -80%; inconclusive means mostly about -51% to -80%; further: on the % scale 0 is the no-effect control and ±100 the full control effect
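Neuro2A cells (4,500/well, DMEM with 0.5% FBS) were treated with compound at a single 50 µM final concentration, stimulated with 6 nM IGF for 20 min at 37 °C, and lysed. Phospho-Akt Ser473 was read by HTRF as 665/615 ratio ×10^4.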
EPAC2 antag – blocks human EPAC2 exchange factor | Q8WZA2 | EPAC2 GEF exchange of Rap1B-BODIPY-GDP, fluorescence | Potency, µM (highest dose often 114 µM), without a hit: top-dose activity, negative = inhibition, actives largely listed as inhibitors | 360,000 tested, 0.18% active; further: potency means the concentration at half of the fitted maximal effect; on the % scale 0 is the no-effect control and ±100 the full control effect; nearly all actives have a fitted effect of over 45% in size; many of its hits are not listed in these tables
D3 antag – blocks the human D3 dopamine receptor; P35462; D3R cells, DiscoveRx beta-arrestin luminescence, antagonist mode; active compounds read low; max response, negative = inhibition, %; 360,000 tested, 2.5% active; AID 652054; in the data active means max response below about -50%; inconclusive means no clear call, values can overlap the other calls; further: on the % scale 0 is the no-effect control and ±100 the full control effect; mostly tested at two doses, the higher about 12 µM
Target sequence (P35462 whole entry, looked up): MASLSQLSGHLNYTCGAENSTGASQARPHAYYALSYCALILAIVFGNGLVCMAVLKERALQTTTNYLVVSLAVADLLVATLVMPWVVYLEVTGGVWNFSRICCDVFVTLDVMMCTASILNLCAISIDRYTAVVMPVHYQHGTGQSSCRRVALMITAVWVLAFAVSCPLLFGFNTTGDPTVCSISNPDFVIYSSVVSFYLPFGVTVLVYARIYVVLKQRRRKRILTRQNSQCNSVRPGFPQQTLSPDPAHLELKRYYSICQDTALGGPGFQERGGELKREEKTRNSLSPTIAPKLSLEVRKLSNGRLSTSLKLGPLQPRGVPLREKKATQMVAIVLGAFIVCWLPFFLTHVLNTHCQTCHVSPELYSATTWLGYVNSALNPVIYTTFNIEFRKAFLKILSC
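Cells plated overnight at 1500 cells/well, then exposed to library compounds with dopamine controls for 90 minutes at 37 degrees C. DiscoveRx reagent added for 30–60 minutes at room temperature; luminescence read, quantitative HTS format.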
CCT modulator – cytosolic chaperonin activity modulation; purified chaperonin ATPase assay, HTRF ADP detection, 30 min; activity change, % (no concentration beside the values), hits read low; 360,000 tested, 0.3% active; in the data active means activity change below about -30%; further: on the % scale 0 is the no-effect control and ±100 the full control effect
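First, chaperonin was dispensed at 40 nM or 20 nM final depending on batch activity. Next, compounds were pinned at 76 uM and ATP added at 10 uM. After 30 min at 37 °C, ADP detection reagents ran 30 min at ambient temperature.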
EPAC2 agonist – activates human EPAC2 exchange factor | Q8WZA2 | AID 720711 | EPAC2 activation, biochemical qHTS; response scale: 100% = 6.5 mM cAMP response | Potency, µM (top dose mostly 154 µM), for the others: top-dose activation, usual class: activators | 360,000 tested, 0.079% active; further: potency means the concentration at half of the fitted maximal effect; nearly all actives have a fitted effect of over 50% in size
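Compounds were titrated in qHTS against a Rap1B-BODIPY-GDP (250 nM) complex with EPAC2 (100 nM) and GDP (50 uM). BODIPY-GDP release tracked at 480/540 nm over 30 min at room temperature, normalized to 6.5 mM cAMP.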
Mm-Cpn inhibitor – blocks the Methanococcus maripaludis chaperonin Mm-Cpn | purified Mm-Cpn ATPase, ADP Transcreener TR-FRET | Potency, µM (highest dose often 76.9 µM), for the others: at the highest dose activity, negative = inhibition, usual class: inhibitors | 330,000 tested, 0.031% active; further: potency means the concentration at half of the fitted maximal effect; on the % scale 0 is the no-effect control and ±100 the full control effect; nearly all actives have a fitted effect of over 80% in size
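25 nM Mm-CPN + cpd, 10 min 37°C; + 10 uM ATP, 30 min 37°C; buffer 30 mM Tris pH 7.4, 100 mM KCl, 5 mM MgCl2, 1 mM DTT; Transcreener ADP HTRF detection 30 min RT.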
DRD3 agonist – activates the human D3 dopamine receptor; D3R DiscoveRx beta-arrestin cells, luminescence, 90 min; 410,000 tested, 0.58% active; P35462; max activation, %; in the data active means max activation above about 30%; further: 0% is about no effect; mostly tested at two doses, the higher about 12 µM
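Agonist-mode cell screen: cells plated at 1500/well and incubated overnight at 37 °C, then exposed to library compounds for 90 min at 37 °C. Detection reagent was added for 30–60 min at room temperature, and luminescence was read.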
An asterisk follows results filed as active; i = inactive; u = inconclusive; x = not tested or not shown; & = joins results of further samples; [ ] = another dose, or the depositor's remark. Unless noted, the call rests on the fitted dose curve; in most records, active means well fitted curve in the direction sought with a large enough effect; inconclusive means small, poorly fitted or top-dose-only effect, or another doubt; inactive means no such curve, though single readings can be large; an effect the other way counts as inactive or inconclusive. This is a subset; count on the stated rates, not on these rows.

Value order – PTHR1 agonist	Akt phos inh	EPAC2 antag	D3 antag	CCT modulator	EPAC2 agonist	Mm-Cpn inhibitor	DRD3 agonist
Cc1ccc(CN2CC(C(=O)Nc3ccc(C)c(S(=O)(=O)N4CCCCC4)c3)CC2=O)cc1 (configuration not stated)
 : -34%	i	-9%	-9	-41*	-8%	x	4
COc1ccc(CCNC(=O)C(C)SCc2ccccc2)cc1 (configuration not stated)
 : i	i	14%	-18	2.1	-7%	u	-3
Fc1ccc(NC(=S)N2CCn3cccc3C2c2cccnc2)cc1 (configuration not stated)
 : -11%	i	3%	13	0.5	13%	-1%	-9
CCN(CC)C(=O)C1CCN(CC2CC=CCC2)CC1 (configuration not stated)
 : 18%	i	-13%	-24	-0.8	7%	-2%	2
O=C(Nc1cccc(S(=O)(=O)N2CCOCC2)c1)c1c2c(nc3ccccc13)CCC2
 : -7%	i	-5%	15	-2.2	5%	-2%	3
COc1cc(C(=O)OCC(=O)Nc2ccc3c(c2)OC(F)(F)O3)ccc1OCc1c(C)noc1C
 : -2%	i	-10%	16	1.5	-2%	-1%	1
Cc1cc(C)cc(Cn2c3ccc(NC(=S)NCc4ccccc4F)cc3c(=O)n2C)c1
 : -13%	i	2%	8	-1.1	6%	x	-6
O=C(CCCn1c(=S)[nH]c2ccccc2c1=O)NC1CCCC1
 : 23%	x	-12%	-16	-0.3	6%	0%	-8
CC1(C(=O)NS(=O)(=O)c2ccccc2)CCN1C(=O)Cc1ccc(Cl)cc1Cl (configuration not stated)
 : -20%	i	-9%	0	0.2	3%	x	-10
COc1cc(NC(=O)c2ccc(COCC(F)(F)F)cc2)cc(OC)c1OC
 : 28%[57.5 µM]	i	-9%	34	2.2	0%	2%	1
CS(=O)(=O)c1ccc(Cl)c(NC(=O)CCN2C(=O)NC3(CCCC3)C2=O)c1
 : -16%	i	1%	4	0.1	3%	2%	9
CC1(Cc2cn(CCC#N)c3ccccc23)OCCO1
 : i	i	-1%	18	-1.9	6%	0%	3
CCOC(=O)C1CCN(S(=O)(=O)c2c(C)n(C)c(=O)n(C)c2=O)CC1
 : i	i	4%	9	-0.8	18%	-1%	0
CCC(=O)N1N=C(c2ccc(C)o2)CC1c1ccc(Br)cc1 (configuration not stated)
 : -16%	i	-10%	22	-0.6	2%	-1%	-3
Cc1ccc(Cl)cc1NC(=O)CCS(=O)(=O)c1ccc2c(c1)n(C)c(=O)c(=O)n2C
 : 26%&-12%	i	-8%	15	2.2	-1%	x	1&1
Cc1ccccc1NS(=O)(=O)c1ccc(NC(=O)N2CCCCC2)cc1
 : -2%	i	2%	u	0.0	5%	-6%	-11
Cc1ccc(C(=O)C2CCN(C(=S)NCC3CCCO3)CC2)cc1 (configuration not stated)
 : -58%[inhibitor]	i	0%	-14	-1.3	8%	-3%	0
O=S(=O)(c1ccccc1F)N1CCc2ccccc2C1
 : -22%	i	-7%	4	0.1	-2%	1%	1
COc1cccc(-c2nnc(NC(=O)Cc3cccs3)s2)c1
 : i	u	4%	14	-2.0	-1%	u	7
O=C(COc1cccnc1[N+](=O)[O-])Nc1ccc2c(c1)OCO2
 : i	i	-5%	10	-6.2	3%	2%	2
COC(=O)c1[nH]c2ccccc2c1NC(=O)CN1CCN(C/C=C/c2ccccc2)CC1
 : -19%[57.5 µM]	i	-10%	u	-3.6	9%	-4%	-12
COc1ccc(CCNC(=O)CSc2nc3ccccc3c3nc(CCN4CCCCC4)nn23)cc1OC
 : -14%	i	14%	-12	-1.9	4%	1%	-26
CCc1c(C)nc2[nH]nc(-c3ccccc3C)n2c1=O
 : i	i	-2%	-2	-7.9	9%	0%	-11
COc1cccc(N2[C@@H](CC(=O)O)c3cc(C(F)(F)F)ccc3S2(=O)=O)c1
 : i	i	3%	-12	-4.0	5%	x	-7
CS(=O)(=O)N1CCC(C(=O)Nc2ccccc2)CC1
 : i	i	-1%	10	-0.3	0%	-1%	3
COc1cccc(NC(=O)CN(C)CC(=O)NCc2ccco2)c1
 : i	i	-2%	-5	-3.6	9%	-2%	2
CC(C)[C@@H]1Cc2[nH]c(=S)[nH]c(=O)c2[C@H](C)O1
 : -21%	i	1%	-10	-1.9	7%	x	7
OC(c1cccs1)(c1cccs1)C1C[N+]2(CF)CCC1CC2 (configuration not stated)
 : -14%	i	-1%	6	-0.7	8%	3%	-4
O=C(NCc1cccs1)C1CC1
 : 0%	i	14%	-1	0.2	3%	1%	-5
CC(=O)N1CCCc2cc(S(=O)(=O)Nc3cccc(C)c3C)ccc21
 : -14%	i	-2%	2	0.8	-1%	-1%	10
CCN1C(=O)/C(=C\N2CCN(C)CC2)SC1=S
 : -22%[57.5 µM]	x	7%	-5	-0.4	0%[15.6 µM]	0%	-5
CCC(C(=O)NC1CCCCC1)n1c(SCc2ccccc2F)nc2ccncc21 (configuration not stated)
 : -32%&-2%[inhibitor]	i	7%	-20	0.0	3%	1%	9&0
COc1ccc(-c2nnn(CC(=O)N(CCN3CCOCC3)C(C(=O)NC3CCCC3)c3ccco3)n2)cc1 (configuration not stated)
 : i	i	-5%	11	-1.7	2%	1%	0
COC(=O)[C@]1(C)N[C@H](CN(C)C(=O)c2ccc(C(C)(C)C)cc2)[C@@H]2C(=O)N(C)C(=O)[C@@H]21
 : i	i	8%	-9	-1.8	11%	0%	9
CN(c1ccc(C(=O)NCc2cccs2)cc1)S(=O)(=O)c1ccccc1
 : -39%[inhibitor]	i	-7%	-6	0.5	11%	3%	-1
O=S(=O)(NCc1ccc2c(c1)OCO2)c1c(F)cc(F)cc1Br
 : -12%	i	-8%	-4	1.7	9%	0%	-6
COCCn1c(SCc2cccnc2)nnc1-c1ccco1
 : i	i	-3%	-11	-4.5	-3%	0%	-3
c1ccc(-c2cc3ncccc3cn2)cc1
 : -12%	i	0%	7	0.2	9%	-1%	3
CCSc1nnc(NC(=O)C2CC2c2ccccc2)s1 (configuration not stated)
 : -20%	i	-2%	8	-5.7	10%	-2%	-1
COc1ccc(-c2sc3ccccc3c2/C=C/c2ccc(OC)c(OC)c2)cc1
 : -10%	i	-6%	45	-0.7	10%	-2%	1
CC(C)N(Cc1ccccc1)C(=O)C1CCCN(c2ncnc3c2nc2n3CCCCC2)C1 (configuration not stated)
 : -25%	i	-11%	8	1.5	10%	-3%	-5
Cc1nc2sc(C(c3ccc(Cl)cc3)N3CCN(CCO)CC3)c(O)n2n1 (configuration not stated)
 : -21%	i	14%	0	0.9	4%	0%	-7
COc1cc(OC)c2c(C)c(Cl)c(=O)oc2c1
 : -1%	i	3%	18	-4.0	-7%	-2%[15.4 µM]	-4
CC(CN1CCN(C)CC1)OC(=O)c1ccc(Cl)cc1 (configuration not stated)
 : 17%	i	-14%	-14	2.0	11%	0%	-11
CCCN(CC(=O)Nc1ccccc1C)C(=O)C1CC(=O)N(c2ccc(C)cc2)C1 (configuration not stated)
 : i	i	0%	11	-0.7	-8%	1%	8
CN(c1cccc(NC(=O)CCSc2ccccc2)c1)S(C)(=O)=O
 : 12%[57.5 µM]	x	-6%	14	1.1	0%	9%	7
c1ccc(-c2nnc3n2CCCC3)cc1
 : i	i	-3%	22	-2.5	7%	0%	0
COc1ccc(C=NN=C2c3ccccc3-c3ccccc32)cc1O
 : i	i	-3%	2	1.6	2%	x	9
C[C@@H]1CN(S(=O)C(C)(C)C)[C@H](CCO)/C1=C\c1ccccc1 (some centres not stated)
 : i	i	-10%	9	-0.3	4%	x	-2
COc1ccc(-c2cc(C(=O)N3CC(C)CC(C)C3)c3ccccc3n2)cc1 (configuration not stated)
 : -38%[inhibitor]	i	-4%	-2	1.3	10%	-9%	2

(further entries)
Value order – PTHR1 agonist	Akt phos inh	EPAC2 antag	D3 antag	CCT modulator	EPAC2 agonist	Mm-Cpn inhibitor	DRD3 agonist
CCOc1ccc(CNC(=O)C2CCN(S(=O)(=O)c3ccc4c(c3)CCCC(=O)N4)CC2)cc1
 : -19%	i	8%	-13	-1.7	6%	-23%	-3
O=C(N/N=C/c1cccc(O)c1)c1cc(C2CC2)nc2ccccc12
 : i	i	12%	-4	-1.9	2%	0%	2
Cn1c(/C(C#N)=C/Nc2ccccn2)nc2ccccc21
 : i	i	9%	-30	-1.2	2%	-2%	1
O=c1[nH]c2ccc(N=Cc3c(O)ccc4cc(Br)ccc34)cc2[nH]1
 : -7%	i	0%	u	-4.3	14%	-2%	2
Cc1cc(NC(=O)NCc2ccco2)ccc1NC(=O)NCc1ccco1
 : -8%	i	0%	-3	-1.7	1%	x	3
CCOC(=O)N1CCN(C(=O)CN(c2ccc(OC)c(OC)c2)S(C)(=O)=O)CC1
 : i	i	-1%	14	-2.4	9%	2%	-1
COc1ccccc1NC(=O)CNC(=O)c1ccccc1C
 : -23%[57.5 µM]	i	-2%	4	-0.1	3%	1%	-9
COc1ccccc1N1CCN(CC(=O)NCCc2ccc(S(N)(=O)=O)cc2)CC1
 : i	i	5%	-25	1.3	7%	-3%	-4
COc1cccc(NC(=O)CN(C)C(=O)c2cc(-c3ccccc3)nn2-c2ccccc2)c1
 : -18%	i	-11%	0	0.8	-2%	-1%	5
COCc1cc(C)nc(SCC(=O)Nc2ccc3c(c2)OCO3)c1C#N
 : i	i	2%	-4	-2.7	9%	0%	-4

Complete entries, quoted from the list. Order of values: PTHR1 agonist	Akt phos inh	EPAC2 antag	D3 antag	CCT modulator	EPAC2 agonist	Mm-Cpn inhibitor	DRD3 agonist
Listed for `COc1cc(NC(=O)c2ccc(COCC(F)(F)F)cc2)cc(OC)c1OC` = 28%[57.5 µM]	i	-9%	34	2.2	0%	2%	1
Listed for `COc1cc(C(=O)OCC(=O)Nc2ccc3c(c2)OC(F)(F)O3)ccc1OCc1c(C)noc1C` = -2%	i	-10%	16	1.5	-2%	-1%	1

Next section:
Value order – PTHR1 agonist	Akt phos inh	EPAC2 antag	D3 antag	CCT modulator	EPAC2 agonist	Mm-Cpn inhibitor	DRD3 agonist
C(=C\c1nc(-c2ccccc2)no1)/c1ccccc1
 : -23%	i	-2%	11	1.0	-1%	-1%	0
CC(C)(C)NC(=O)CN(Cc1cccs1)C(=O)c1csnn1
 : u	i	2%	3	-1.3	11%	0%	-3
CCC(=O)N1Cc2cc(C(=O)Nc3nccs3)nc(-c3cccc(-c4ccccc4OC)c3)c2[C@H]1CCO
 : 8%	i	-7%	7	0.5	7%	x	61*
O=C1NC(=O)/C(=C\c2ccc(Cl)cc2Cl)N1
 : -8%	i	-19%	0	2.1	0%	x	5
